# LYPLA1 inh = counter-screen for PME1 inhibitors: inhibitors of human LYPLA1; O75608; recombinant LYPLA1, FP-Rh probe fluorescence polarization; inhibition, % at 5.9 µM; 0.16% of 320,000 active;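 active means inhibition above the mean of all tested compounds plus 3 SD, set per campaign, cut at about 14% in these data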;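 further: inhibitors block serine hydrolase probe labeling of LYPLA1 so polarization falls; 0% = enzyme with DMSO and 100% = wells lacking LYPLA1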
# Target sequence (O75608 whole entry, looked up): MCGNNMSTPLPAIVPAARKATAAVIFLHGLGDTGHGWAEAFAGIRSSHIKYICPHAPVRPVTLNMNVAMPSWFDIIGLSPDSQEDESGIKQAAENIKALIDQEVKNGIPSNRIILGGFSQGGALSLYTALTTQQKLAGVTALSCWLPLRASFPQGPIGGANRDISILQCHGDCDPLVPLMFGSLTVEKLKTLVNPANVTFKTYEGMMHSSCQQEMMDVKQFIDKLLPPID
# PAFAH1B3 inh = PAFAH1B3 (human) inhibition; Q15102; 0.28% of 340,000 active; inhibition, % at 3.39 µM; recombinant PAFAH1B3, FP-rhodamine probe, fluorescence polarization; AID 492972;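 active means inhibition above the screen-wide average of all tested compounds plus 3 SD, cut at about 25% in these data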;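 further: 0% = enzyme with DMSO only and 100% = wells lacking PAFAH1B3 protein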
# PAFAH1B2 inh = PAFAH1B2 (human) inhibition; P68402; recombinant PAFAH1B2, FP-rhodamine activity probe, fluorescence polarization; inhibition, % at 3.39 µM; 1.2% of 340,000 active;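 active means inhibition above the mean of all tested compounds plus 3 SD, cut at about 24% in these data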;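 further: 0% = enzyme with DMSO and 100% = wells lacking PAFAH1B2; many of its hits are not listed in these tables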
# Target sequence (P68402 whole entry, looked up): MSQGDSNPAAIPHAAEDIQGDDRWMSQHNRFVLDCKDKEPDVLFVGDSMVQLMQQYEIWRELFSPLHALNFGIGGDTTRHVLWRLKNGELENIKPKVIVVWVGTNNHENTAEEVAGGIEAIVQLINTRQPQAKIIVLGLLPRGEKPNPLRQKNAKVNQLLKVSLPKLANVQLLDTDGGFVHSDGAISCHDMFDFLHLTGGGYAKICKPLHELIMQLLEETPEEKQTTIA
# PREPL inh = inhibits the human prolyl oligopeptidase-like enzyme; recombinant PREPL, fluorescence polarization activity-based probe; AID 2751; Q4J6C6; 0.68% of 320,000 active; inhibition, % at 5.96 µM; in the data active means inhibition above about 43%;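 further: 0% = enzyme with DMSO and 100% = wells lacking enzyme; many of its hits are not listed in these tables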
# LYPLA2 inh = counter-screen for PME1 inhibitors: inhibitors of human LYPLA2; recombinant LYPLA2, FP-Rh probe fluorescence polarization; AID 2177; inhibition, % at 5.9 µM; 0.38% of 320,000 active;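 active means inhibition above the screen-wide mean plus 3 SD, limit set per campaign, cut at about 26% in these data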;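 further: 0% = LYPLA2 with DMSO and 100% = wells lacking LYPLA2 enzyme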
# Target sequence (O95372 whole entry, looked up): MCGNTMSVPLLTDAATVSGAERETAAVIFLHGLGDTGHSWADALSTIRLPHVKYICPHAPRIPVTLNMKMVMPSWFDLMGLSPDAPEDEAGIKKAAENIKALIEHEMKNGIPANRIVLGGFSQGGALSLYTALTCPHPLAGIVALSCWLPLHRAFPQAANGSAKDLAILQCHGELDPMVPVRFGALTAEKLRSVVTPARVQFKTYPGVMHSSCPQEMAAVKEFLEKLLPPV
# pPAFAH FP inh = pPAFAH (human) enzyme inhibition | Q13093 | recombinant pPAFAH, FP-rhodamine probe fluorescence polarization | inhibition, % at 3.39 µM | 1.5% of 330,000 active;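 active means inhibition above the mean inhibition across the screen plus 3 SD, cut at about 25% in these data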;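 further: inhibitors block binding of the rhodamine activity-based probe so polarization drops; 0% = enzyme with DMSO and 100% = wells lacking pPAFAH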
# PAFAH2 inh = inhibitors of human PAFAH2; Q99487; recombinant PAFAH2, FP-rhodamine activity probe, fluorescence polarization; inhibition, % at 3.39 µM; 0.99% of 340,000 active;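 active means inhibition above the mean over all tested compounds plus 3 SD, cut at about 30% in these data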;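 further: inhibitors block probe labeling of enzyme so polarization drops; 0% = enzyme with DMSO and 100% = wells lacking PAFAH2 protein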
# ZTA DNA inh = blocks Epstein-Barr virus ZTA, an EBNA-1 counter-screen | P03206 | ZTA-DNA binding, fluorescence polarization | inhibition, % at 11 µM | 0.15% of 320,000 active; in the data active means inhibition above about 33%
# Target sequence (P03206 whole entry, looked up): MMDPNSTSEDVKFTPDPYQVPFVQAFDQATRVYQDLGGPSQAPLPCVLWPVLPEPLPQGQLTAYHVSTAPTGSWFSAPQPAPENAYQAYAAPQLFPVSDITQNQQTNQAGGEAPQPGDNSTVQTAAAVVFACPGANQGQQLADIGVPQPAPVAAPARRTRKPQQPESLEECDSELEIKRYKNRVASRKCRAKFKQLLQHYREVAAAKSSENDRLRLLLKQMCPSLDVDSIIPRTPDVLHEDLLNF
# EBNA-1 inhibitor = blocks EBNA-1 binding to DNA. 0.34% of 300,000 active. EBNA-1 DNA binding, fluorescence polarization. inhibition, % at 14.8 µM; in the data active means inhibition above about 28%
# * hit, by the source's call; . = not tested or not shown.
SMILES,LYPLA1 inh,PAFAH1B3 inh,PAFAH1B2 inh,PREPL inh,LYPLA2 inh,pPAFAH FP inh,PAFAH2 inh,ZTA DNA inh,EBNA-1 inhibitor
CC(C)(Oc1ccc(Cl)cc1)C(=O)NCC1CCCO1 (stereo unspecified),2,-4,3,1,12,3,0,0,3
CCOC(=O)CSc1ncc(-c2ccccc2)nn1,-5,11,4,-2,-6,7,5,-6,4
Cc1cc(C)cc(SCc2noc(C(=O)NCc3ccccc3)c2C(=O)NCc2ccccc2)c1,-3,2,-2,-4,-5,5,-6,-6,10
Cc1cc(NC(=O)CSc2nnc(C3COc4ccccc4O3)n2N)no1 (stereo unspecified),3,2,5,16,1,-1,4,-22,-13
Cc1ccc2sc(N(CCN(C)C)C(=O)c3ccc4ccccc4c3)nc2c1C,-4,-4,4,2,-4,0,5,5,-23
COc1cc(/C=N/N2C(=O)c3ccccc3C2=O)ccc1O,2,6,2,-4,-2,4,5,0,-9
O=C(O)CC1C(=O)NCCN1Cc1ccc(F)c(F)c1 (stereo unspecified),1,9,-2,1,2,-2,8,-12,2
CCOC(=O)CC(=O)CSc1ncnc2c1nnn2-c1ccccc1,-2,5,1,12,0,3,3,7,-14
CC(=O)Nc1ccc(NC(=O)CSC2=NS(=O)(=O)c3cc(F)ccc3N2)cc1,1,-1,6,2,0,5,-3,0,6
COc1ccc(-c2noc(CCCc3ccccc3)n2)cc1OC,-2,4,7,-24,6,11,5,1,5
CC(C)c1ccc(C2NC(=S)NC3=C2C(=O)CC(C)(C)C3)cc1 (stereo unspecified),0,7,0,6,1,3,4,-18,5
O=C(COC(=O)Cn1cnc2ccccc21)Nc1cc2c(cc1Cl)C(=O)c1ccccc1C2=O,-1,5,-2,21,-2,20,9,-36,-11
O=c1c(F)cn(C2CCCO2)c(=O)n1Cc1c(F)cccc1Cl (stereo unspecified),2,9,8,12,-3,-1,2,-13,1
CCOc1ccc(NCC(=O)c2ccc(C)cc2)cc1,-1,10,1,5,8,4,2,-6,-8
CC1CCCN(C(=O)COC(=O)C2CCN(S(=O)(=O)c3ccc4c(c3)OCCO4)CC2)C1 (stereo unspecified),-2,7,7,-3,-5,7,1,-1,-7
Cc1cc2c(cc1S(=O)(=O)NCc1ccccc1)OCC(=O)N2,1,-5,1,0,-2,-2,-10,-3,1
O=C(NCC(c1cccs1)N1CCOCC1)c1ccccc1NS(=O)(=O)c1ccc(Cl)c([N+](=O)[O-])c1 (stereo unspecified),-2,13,17,7,-11,-3,43*,8,3
COc1ccc(-n2nnc3c(=O)n(CC(=O)N4CCC(Cc5ccccc5)CC4)cnc32)cc1,2,5,6,-5,3,1,-7,-3,-3
CCOC(=O)Cc1csc(NC(=O)CSc2nnc(C)n2C)n1,-4,2,7,2,0,9,4,-1,-1
Cc1ccccc1N1C(=O)CN(Cc2sccc2C)C1=S,-1,3,2,-10,4,-5,4,-22,2
COc1ccc(OC)c(-n2c(SC)nnc2-c2c[nH]c3ccccc23)c1,3,6,8,-2,4,6,-11,-13,-3
O=C(CNS(=O)(=O)c1ccc2ccccc2c1)OCc1nnc(-c2ccccc2)o1,0,7,5,-28,-2,12,0,13,-5
CCCSc1cc(N2CCCC2)nc(-c2ccccc2)n1,6,3,-1,4,8,0,0,-13,-3
Cc1nc(-c2ccc(NC(=O)C(C)(C)C)cc2)c(-c2ccccc2)o1,2,-2,2,1,-8,12,4,-4,1
CC(/C=C1\SC(=S)N(CC(=O)N2CCN(c3ccccc3)CC2)C1=O)=C\c1ccccc1,-3,5,-2,15,4,4,-11,-2,-7
# The list goes on.
SMILES,LYPLA1 inh,PAFAH1B3 inh,PAFAH1B2 inh,PREPL inh,LYPLA2 inh,pPAFAH FP inh,PAFAH2 inh,ZTA DNA inh,EBNA-1 inhibitor
COc1ccc(N2C(=O)CC(Nc3cccc([N+](=O)[O-])c3)C2=O)cc1 (stereo unspecified),4,0,2,26,4,8,-1,-10,-3
O=C(NC1CC1)c1cc2ccccc2o1,4,13,5,0,5,3,0,-9,-5
NC(=O)C[n+]1cccc2ccccc21,2,-1,-5,10,3,1,0,2,0
CCCC1Cc2c(sc3ncnc(N)c23)CO1 (stereo unspecified),-2,14,6,12,5,4,0,8,-4
Cc1cccc[n+]1CC(=O)Nc1ccc([N+](=O)[O-])cc1Cl,4,-1,-2,8,3,3,-1,-3,2
Cc1ccc(-c2nnc(SCC(=O)N(CC(C)C)c3c(N)n(Cc4ccccc4)c(=O)[nH]c3=O)n2N)cc1,1,2,9,5,1,5,5,2,3
COc1ccc(C)cc1NC(=O)CSc1nc2ccccc2nc1N1CC(C)OC(C)C1 (stereo unspecified),-3,-1,-1,-2,-5,-3,-9,24,-8
C=CCn1c(SCc2ccc(C#N)cc2)nnc1-c1cccc(Cl)c1,4,2,7,-7,3,3,1,13,4
Cc1ccc(-c2nn(-c3ccccc3)cc2/C=N/NC(=O)c2ccncc2)o1,-25,4,5,-4,-44,6,-9,-4,6
Cc1ccc(NC(=S)NNC(=S)Nc2ccc(C)cc2C)cc1,-1,7,1,14,-1,19,11,14,9
CC1(C)CC(=O)C(Sc2ccccc2[N+](=O)[O-])=C(O)C1,-1,5,5,-11,3,2,1,7,-4
Cc1ccc(NC(=O)c2ccccc2NS(=O)(=O)c2ccc(Cl)s2)cc1,-4,1,11,0,2,9,71*,14,-1
CC1OC(OCC2OC(Oc3c(-c4ccc(O)cc4)oc4cc(O)cc(O)c4c3=O)C(O)C(O)C2O)C(O)C(O)C1O (stereo unspecified),2,7,0,-3,2,7,4,0,-2
O=C(CCC(=O)c1cccs1)NCCc1ccc(F)cc1,3,5,7,-2,1,10,7,2,7
CCCCCCC[C@H](N)[C@H](O)C(=O)N(C)[C@@H](CCS(C)=O)C(=O)N[C@@H](Cc1ccc(O)cc1)C(=O)N[C@@H](Cc1ccc(O)cc1)C(=O)O (stereo partly specified),-3,0,-2,-1,4,7,12,-1,-5
O=C(CNC(=O)/C(=C/c1ccccc1)NC(=O)c1ccc(Br)cc1)OCc1ccccc1,5,5,0,8,-2,7,-3,-16,-1
CC(C)(C)C1CCc2c(sc(NC(=O)c3cc(C4CC4)on3)c2C#N)C1 (stereo unspecified),-2,2,15,-4,0,11,11,-2,8
O=C(c1ccco1)N1N=C2CCCCCC2C1(O)C(F)(F)F (stereo unspecified),0,6,7,4,-8,-5,-6,4,-14
Cc1ccnc(NS(=O)(=O)c2ccc(-n3cccn3)cc2)c1,1,11,-2,14,5,-7,-6,-4,-14
CCCCOc1nc2c(c(=O)n(C)c(=O)n2C)n1C,2,-2,-2,9,-5,-2,-4,-15,1
COc1ccc(N/C=C/C(=O)c2ccc(OC)c(OC)c2)cc1,1,8,8,0,11,4,-1,-12,0
CCOc1ccc(N2CC(O)=C(c3nc4ccccc4c(=O)[nH]3)C2=N)cc1,0,8,5,5,1,0,11,-11,12
O=C(CN(C(=O)c1cc2c(s1)CCC2)C1CCCC1)NCc1cccs1,1,3,0,3,1,2,9,-23,0
O=C(NCCN1CCN(C(=O)c2ccc(Br)cc2)CC1)c1ccc(Br)cc1,1,-1,3,-2,3,6,2,-5,-7
CC[C@]12c3[nH]c4cc(-c5ccco5)ccc4c3CCN1C(=O)[C@@H](CC(=O)NC/C=C(\C)CCC=C(C)C)C[C@@H]2C(=O)N1CCN(C(=O)c2ccco2)CC1,.,3,3,.,.,24,-3,.,.

# Among those listed so far, four contain an NH in an aromatic ring.
SMILES,LYPLA1 inh,PAFAH1B3 inh,PAFAH1B2 inh,PREPL inh,LYPLA2 inh,pPAFAH FP inh,PAFAH2 inh,ZTA DNA inh,EBNA-1 inhibitor
COc1ccc(OC)c(-n2c(SC)nnc2-c2c[nH]c3ccccc23)c1,3,6,8,-2,4,6,-11,-13,-3
Cc1ccc(-c2nnc(SCC(=O)N(CC(C)C)c3c(N)n(Cc4ccccc4)c(=O)[nH]c3=O)n2N)cc1,1,2,9,5,1,5,5,2,3
CCOc1ccc(N2CC(O)=C(c3nc4ccccc4c(=O)[nH]3)C2=N)cc1,0,8,5,5,1,0,11,-11,12
CC[C@]12c3[nH]c4cc(-c5ccco5)ccc4c3CCN1C(=O)[C@@H](CC(=O)NC/C=C(\C)CCC=C(C)C)C[C@@H]2C(=O)N1CCN(C(=O)c2ccco2)CC1,.,3,3,.,.,24,-3,.,.

# Five entries from above, with bars between the fields:
SMILES | LYPLA1 inh | PAFAH1B3 inh | PAFAH1B2 inh | PREPL inh | LYPLA2 inh | pPAFAH FP inh | PAFAH2 inh | ZTA DNA inh | EBNA-1 inhibitor
Cc1ccc2sc(N(CCN(C)C)C(=O)c3ccc4ccccc4c3)nc2c1C | -4 | -4 | 4 | 2 | -4 | 0 | 5 | 5 | -23
COc1cc(/C=N/N2C(=O)c3ccccc3C2=O)ccc1O | 2 | 6 | 2 | -4 | -2 | 4 | 5 | 0 | -9
O=C(O)CC1C(=O)NCCN1Cc1ccc(F)c(F)c1 (stereo unspecified) | 1 | 9 | -2 | 1 | 2 | -2 | 8 | -12 | 2
CCOC(=O)CC(=O)CSc1ncnc2c1nnn2-c1ccccc1 | -2 | 5 | 1 | 12 | 0 | 3 | 3 | 7 | -14
CC(=O)Nc1ccc(NC(=O)CSC2=NS(=O)(=O)c3cc(F)ccc3N2)cc1 | 1 | -1 | 6 | 2 | 0 | 5 | -3 | 0 | 6

# Remaining list, next part:
SMILES,LYPLA1 inh,PAFAH1B3 inh,PAFAH1B2 inh,PREPL inh,LYPLA2 inh,pPAFAH FP inh,PAFAH2 inh,ZTA DNA inh,EBNA-1 inhibitor
CC1C(=O)Nc2ccc(S(=O)(=O)N3CCc4ccccc4C3)cc2NC1=O (stereo unspecified),-2,9,12,8,-7,-1,2,-1,-4
COc1ccccc1CNC(=O)CN1C(=O)NC2(CCCc3ccccc32)C1=O (stereo unspecified),-1,4,5,20,-4,-1,1,-16,.
O=C(CC1C(=O)NCCN1Cc1cccc(Oc2ccccc2)c1)NCCc1ccccn1 (stereo unspecified),2,10,3,9,-5,10,2,10,0
CC1=NN(c2ccccc2)C(=O)/C1=C\c1c(C)[nH]n(-c2ccccc2)c1=O,-2,4,-2,11,1,1,-4,-12,7
CCOc1ccc(-c2cc(N)n(S(=O)(=O)c3cccc4nsnc34)n2)cc1,2,-5,1,7,8,1,0,2,1
O=C(Nc1c(Cl)cccc1Cl)c1cc(-c2ccco2)on1,-1,2,4,-9,-4,4,1,-17,-10
O=C(NCc1ccccc1)c1cccc(COc2cc(Cl)ccc2Cl)c1,-1,2,8,0,-15,-6,-15,0,-3
O=C(CN(Cc1ccco1)C(=O)CNS(=O)(=O)c1ccc(Cl)cc1)NCc1ccco1,-2,4,13,-9,4,9,16,3,-13
CCN(CC)C(=O)[C@H]1C[C@H](CC(=O)NCCCN(C)C)C(=O)N2CCc3c([nH]c4cc(-c5ccco5)ccc34)[C@]12C,.,3,3,.,.,5,-1,.,.
Cc1c(C(=O)N2CCCC2)sc(NC(=O)c2ccc(Cl)cc2)c1C#N,-5,5,1,8,-2,6,8,-9,-11

# The list is partial. The share of hits here may be higher or lower than overall.
